# RGS4 pot – RGS4 potentiators or activators, primary screen, cell-based, HEK293 M3R inducible RGS4, calcium flux; carbachol calcium flux Fluo4; hits give low values; 310,000 tested, 0.92% active; AID 463111, 2010; B-score at 10 µM;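 active = B-score of the integrated calcium signal more than 4 SD below the library mean, with starting fluorescence not abnormally high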;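 note: negative B-score means reduced calcium response which marks RGS4 activation or potentiation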
#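 test system = M3R-expressing HEK293 line, RGS4 induced by doxycycline | probe or stimulus = carbachol at ECmax as muscarinic agonist stimulus | timing = dye loading 30 min 37 °C, buffer rest 30 min RT | signal = calcium dye Fluo4 fluorescence | evaluation = B score from integrated fluorescence ratio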
# TMEM16A inh – TMEM16A chloride channel inhibitors, primary screen, cell-based, HTS. Anoctamin-1 (Mus musculus), Q8BHY3. HEK293 TMEM16A/YFP iodide influx fluorescence, ionomycin. normalized B-score (activity score, 25-100; higher = stronger inhibition) at 10 µM. 310,000 tested, 1.2% active;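 active = ratio plate-corrected score three or more library SD toward inhibition, starting fluorescence score within five deviations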;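 note: score derived from kinetic fluorescence span divided by baseline fluorescence per well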
# hERG protect – hERG rescue from dofetilide block, primary screen, cell-based, CHO-hERG, FluxOR thallium flux, dofetilide IC70; activation (rescue from dofetilide block), less the hit threshold, % at 10 µM; dofetilide IC70 present; AID 1511, 2009; 310,000 tested, 0.51% active; Voltage-gated inwardly rectifying potassium channel KCNH2 (Homo sapiens), Q12809;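 active = activation above the mean of controls blocked by dofetilide plus 5 SD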;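 note: thallium influx through hERG after potassium depolarization seen as dye fluorescence rise; in these data hits start at about 4.7%; inactives centre near -7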
# HDAC3 inh – HDAC3 deacetylase inhibitors, primary screen, biochemical, fluorescence, cell-free homogeneous; recombinant HDAC3, fluorogenic peptide/trypsin coupled; inhibition, % at 8.3 µM; 320,000 tested, 0.15% active; in the data active = inhibition above about 26%, passing the limit was not always enough; inconclusive = no clear call, values can overlap the other calls
# KCNK9 block – KCNK9 potassium channel inhibitors, primary screen, HEK293 cells, thallium flux. FluxOR thallium flux fluorescence; hits give low values. 310,000 tested, 1.2% active. AID 488922, 2010. Potassium channel subfamily K member 9 (Homo sapiens), Q9NPC2. B-score at 10 µM;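 active = ratio B-score over 3 SD below the library mean, with starting fluorescence within 5 SD of its mean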;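 note: negative B-score means less thallium flux so channel inhibition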
# KCNK3 block – human KCNK3 channel inhibitors, primary screen, CHO cells, FluxOR thallium flux, B-score. Potassium channel subfamily K member 3 (Homo sapiens), O14649. FluxOR fluorescence; hits give low values. B-score at 10 µM. 340,000 tested, 0.84% active;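 active = B-score under library mean minus 4 SD, starting fluorescence ratio at most library mean plus 5 SD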;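 note: more negative B-score means stronger inhibition of thallium flux through KCNK3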
# SKKanGAS inh – S. pyogenes SKKanGAS growth inhibitors in kanamycin, primary screen, streptokinase expression inhibitor project, SKKanGAS strain, BacTiter-Glo luminescence. 6 h. inhibition, % at 7.5 µM. 300,000 tested, 1.3% active;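 active = mean replicate score, as percent of positive control median, at least 50; inconclusive = mean below 50 but one replicate at or above 50; inactive = mean and every replicate below 50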;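 note: strain carries kanamycin resistance gene driven by streptokinase promoter and grows in 40 µg/ml kanamycin; loss of luminescence reflects streptokinase promoter inhibition or plain growth inhibition; 0% = median of DMSO wells and 100% = positive control at its reference dose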
# ANO1 activ – TMEM16A chloride channel activators or potentiators, primary screen, cell-based, HTS. HEK293 TMEM16A/YFP-H148Q/I152L, iodide quench fluorescence; hits give low values. Anoctamin-1 (Mus musculus), Q8BHY3. 340,000 tested, 0.3% active. B-score at 10 µM;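 active = fluorescence-ratio B-score plate-corrected deviation score at least 3 library SD below zero, with starting fluorescence score within 5 deviations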;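 note: channel opened by trigger with iodide after compound preincubation; score built on the fluorescence ratio of max minus min over baseline; more negative score means more quench and so TMEM16A activation or potentiation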
# KCNQ1 block – inhibitors of human KCNQ1 channel, primary screen, cell-based, thallium flux, high-throughput; CHO-K1 KCNQ1, FluxOR thallium flux fluorescence; hits give high values; B-score at 10 µM; 310,000 tested, 1.3% active;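 active = compounds whose thallium flux B-score, printed positive for inhibition, exceeds three library SD while starting fluorescence stays within three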;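 note: channel opened by potassium depolarization with thallium stimulus after 20 min compound exposure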
# Target sequence (P51787 whole entry, looked up): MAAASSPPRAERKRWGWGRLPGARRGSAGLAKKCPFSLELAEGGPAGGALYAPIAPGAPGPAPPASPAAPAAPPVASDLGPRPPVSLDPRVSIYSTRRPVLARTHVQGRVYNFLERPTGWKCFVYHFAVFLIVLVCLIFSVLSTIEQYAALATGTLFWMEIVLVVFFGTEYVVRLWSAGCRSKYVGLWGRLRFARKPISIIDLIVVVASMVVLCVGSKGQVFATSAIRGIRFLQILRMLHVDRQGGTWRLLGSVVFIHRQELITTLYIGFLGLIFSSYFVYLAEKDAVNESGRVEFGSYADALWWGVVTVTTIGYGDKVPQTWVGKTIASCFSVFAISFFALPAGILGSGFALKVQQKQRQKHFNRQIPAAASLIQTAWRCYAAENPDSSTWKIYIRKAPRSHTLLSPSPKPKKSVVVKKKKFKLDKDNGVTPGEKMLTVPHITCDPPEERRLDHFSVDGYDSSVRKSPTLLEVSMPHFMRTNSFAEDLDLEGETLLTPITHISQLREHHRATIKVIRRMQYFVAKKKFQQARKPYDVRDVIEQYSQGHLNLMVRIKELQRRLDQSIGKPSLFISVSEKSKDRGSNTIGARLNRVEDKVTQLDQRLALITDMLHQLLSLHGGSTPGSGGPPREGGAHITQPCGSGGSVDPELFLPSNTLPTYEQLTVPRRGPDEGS
# RGS4 inh – RGS4 inhibitors, primary screen, cell-based, HEK293 M3R inducible RGS4, calcium flux; Regulator of G-protein signaling 4 (Homo sapiens), P49798; Fluo-4 calcium flux; hits give high values; triggered by carbachol at its EC20; B-score at 10 µM; 310,000 tested, 0.45% active; AID 463165, 2010;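 active = B-score, a plate-corrected calcium signal, over three deviations above library mean, with baseline fluorescence within five deviations of library mean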;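 note: RGS4 expression induced by doxycycline in cells with stable M3 receptor; B-score is computed from the integrated fluorescence ratio over baseline after carbachol; higher B-score means a larger calcium signal and so more RGS4 inhibition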
# Target sequence (P49798 whole entry, looked up): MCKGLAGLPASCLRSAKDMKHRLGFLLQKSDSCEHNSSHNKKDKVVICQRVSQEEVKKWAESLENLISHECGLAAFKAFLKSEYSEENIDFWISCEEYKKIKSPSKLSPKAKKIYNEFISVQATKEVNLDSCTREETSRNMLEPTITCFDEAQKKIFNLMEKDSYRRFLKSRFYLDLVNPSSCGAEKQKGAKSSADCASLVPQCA
# KCNQ1 pot – potentiators or activators of KCNQ1 channel, primary screen, cell-based, thallium flux, high-throughput; CHO-K1 KCNQ1, thallium flux FluxOR fluorescence; hits give high values; AID 2648, 2010; 310,000 tested, 0.35% active; B-score at 10 µM; Potassium voltage-gated channel subfamily KQT member 1 (Homo sapiens), P51787;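 active = fluorescence ratio B-score, a plate-corrected score, at least three library SD, with initial intensity B-score within 5 SD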
#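 System: CHO-K1 cells stably expressing KCNQ1 / Medium: assay buffer for compound exposure, DMSO matched across wells / Reagent: thallium- and potassium-containing depolarizing buffer / Compound: one concentration, matched DMSO / Incubation: 20 min compound pretreatment at room temperature / Measured by: kinetic FluxOR fluorescence, 10 s baseline plus 110 s post-stimulus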
# Active calls of the source: *; i = inactive; ? = inconclusive; · = no result given. Compounds as they come; any-hit rate near 6.3%.
compound	RGS4 pot	TMEM16A inh	hERG protect	HDAC3 inh	KCNK9 block	KCNK3 block	SKKanGAS inh	ANO1 activ	KCNQ1 block	RGS4 inh	KCNQ1 pot
CCCNC(=O)c1ccc(N2CCC3(CC2)CC(c2cccc(Br)c2)=NO3)c(NC(=O)c2cccc(OC)c2)c1	i	i	-11	0	i	i	26	i	i	i	i
O=C(COc1ccccc1)N1CCN(C(=O)c2cccs2)CC1	i	i	-6	-6	i	i	9	i	i	i	i
CCN(CC)c1ccc(/C=N/N2CCN(Cc3ccccc3)CC2)cc1	i	i	-5	6	i	i	0	i	i	i	i
CC1CCN(c2ccccc2NC(=O)c2ccc(N3CCOCC3)c([N+](=O)[O-])c2)CC1	i	i	1	4	i	i	-4	i	i	i	i
CC1=NOC(=O)/C1=C\c1ccc(-c2cccc(Cl)c2)o1	-8.9*	100*	-12	1	i	i	-12	i	i	i	i
COc1ccc(-c2nc(CN3CCC(C(=O)N4CCOCC4)CC3)c(C)o2)c(OC)c1	i	i	-7	-2	i	i	1	i	i	i	i
COc1ccc(OC)c(S(=O)(=O)Nc2ccc(C)c(C)c2)c1	i	i	-9	3	i	i	-4	i	i	i	i
CCN1CCN(CC(=O)Nc2cccc(C)c2)C(=O)C1=O	i	i	-11	-1	i	i	-3	i	i	i	i
Nn1c(=O)c2ccccc2n2c(SCc3ccc(C(F)(F)F)cc3)nnc12	i	i	-1	1	i	i	2	i	i	i	i
CC(=O)Nc1ccc(N2C(=O)c3ccc(S(=O)(=O)c4ccc(C(=O)O)cc4)cc3C2=O)cc1	i	i	-8	0	i	i	-2	i	i	i	i
CCCc1ccc(C(=O)CCC(=O)NNC(=O)c2ccncc2)cc1	i	i	-2	-3	i	i	-13	i	i	i	i
C(=N\c1ncnc2sccc12)/NOCc1ccccc1	i	i	-12	-6	i	i	6	i	i	i	i
CN(C)c1ccc(/C=N\NC(=O)CC#N)cc1	i	i	-5	-4	i	i	-4	i	i	i	i
O=C(CN1C(=O)COc2ccccc21)NCCCN1CCN(c2ccccc2F)CC1	i	i	-2	-7	i	i	-5	i	i	i	i
CC(C)N(Cc1ccccc1)C(=O)COC(=O)c1cnccn1	i	i	-11	2	i	i	-3	i	i	i	i
COc1ccc(S(=O)(=O)NCCSCc2ccco2)cc1Cl	i	i	-7	-7	i	i	4	i	i	i	i
CC(C(N)=O)N1c2cccc3cccc(c23)S1(=O)=O (stereo not given)	i	i	-1	0	i	i	3	i	i	i	i
Cc1cccc(OCc2nnc(SCC(=O)N3c4ccccc4CCc4ccccc43)o2)c1	i	i	-15	1	i	i	5	i	i	i	i
CCCN1CCc2c(sc(NC(=S)NC(=O)c3ccccc3)c2C#N)C1	i	i	-2	7	i	i	8	-5.4*	i	i	i
Cc1ccc(-c2csc3ncnc(Oc4cccc5ccc(C)nc45)c23)cc1	i	i	-5	10	i	i	33	i	i	i	i
Cc1onc(-c2c(F)cccc2Cl)c1C(=O)OCc1cnc(Cl)s1	i	i	-8	-4	i	i	11	i	i	i	i
CCOc1ccc(N2CC(=O)N/C2=N\c2nc(C)cc(C)n2)cc1	i	i	-5	3	i	i	-3	i	i	i	i
O=c1[nH]c(Nc2ccc(F)cc2)cc2ccccc12	i	i	-9	4	i	i	2	i	i	i	i
O=C(Nc1ccc2c(c1)OCO2)c1ccc(COc2ccc3c(c2)CCC3)o1	i	i	-16	0	i	i	10	i	i	i	i
COC(=O)c1cn(CC(=O)N2C(C)CCCC2C)c2ccccc12 (stereo not given)	i	i	-10	5	i	i	-11	i	i	i	i
CCCc1nnc(SCC(=O)Nc2ccccc2Cl)n1CC1CCCO1 (stereo not given)	i	i	-3	-4	i	i	7	i	i	i	i
CC(C)Cn1c2c(c(O)c(C(=O)Nc3ncccc3O)c1=O)CCCC2	i	i	-10	0	-9.7*	i	89*	i	i	i	i
COc1ccc(-c2csc(NC(=O)c3cccc(S(=O)(=O)N4CCN(C)CC4)c3)n2)cc1	i	i	-3	-9	i	i	0	i	i	i	i
COc1ccc(-n2ncc3c2CC(C)(C)CC3NC(=O)c2oc(C)cc2C)cc1 (stereo not given)	i	i	-8	-6	i	i	1	i	i	i	i
Oc1c(Br)cc(Br)cc1C=Nc1ccc2[nH]ncc2c1	i	i	5.4*	-14	-7.7*	i	2	i	i	i	10*
COc1ccc(N2CCN(C(=O)c3c(-c4c(F)cccc4Cl)noc3C)CC2)cc1	i	i	-10	-5	i	i	-8	i	i	i	i
CC(C)(C)C1c2[nH]c3ccccc3c2CCN1CCCn1cccn1 (stereo not given)	i	i	-12	-4	i	i	4	i	i	i	i
O=C1CCCC2=C1C(c1ccc(Cl)cc1)N1C(=O)CCSC1=N2 (stereo not given)	i	i	-11	-1	i	i	-19	i	i	i	i
CCCOc1ccc(N2C(=O)CC(NCCNc3ccc([N+](=O)[O-])cn3)C2=O)cc1 (stereo not given)	i	i	-2	2	i	i	10	i	i	i	i
S=C(Nc1ccccc1Cl)N1CCN(c2ccccn2)CC1	i	i	1	3	i	i	-5	i	i	i	i
C=CCOc1ccc(/C=N/NC(C)=O)cc1OCC	i	i	-16	-6	i	i	-10	i	i	i	i
COc1cc(NC(=O)CCNC(=O)Cn2cnc3ccccc3c2=O)cc(OC)c1OC	i	i	-10	0	i	i	1	i	i	i	i
COc1ccc(NCc2nnc(SCCN3CCCCC3)n2-c2ccc(C)cc2)cc1	i	i	-5	-3	i	i	-15	i	i	i	i
CCOc1ccc(N(CC(=O)NCCOc2ccccc2OC)S(=O)(=O)c2ccccc2)cc1	i	i	-13	1	i	i	-9	i	i	i	i
COc1ccc2nc(N3CCC(C)CC3)c(C#N)cc2c1	i	i	-9	-9	i	i	-5	i	i	i	i
CCCCCCCC(=O)NNC(=O)CC(=O)Nc1ccccc1C(=O)O	i	i	-10	-2	i	i	-1	i	i	i	i
Oc1ccc(-c2[nH]ncc2-c2cccc3cccnc23)c(O)c1	i	i	1	7	i	i	5	i	i	i	i
O=C(Nc1ccccc1)C1C(c2ccccc2)C1(Cl)Cl (stereo not given)	i	i	-11	0	i	i	20	i	14*	i	i
CC(C)(Oc1ccc(Cl)cc1)C(=O)NNC(=O)c1ccc(Br)o1	i	i	-8	3	i	i	·	i	i	i	i
O=C(Nc1ccc2ccccc2n1)c1ccccc1Br	i	i	-5	3	i	i	9	i	i	i	i
COc1cccc(CN(C)C(=O)c2ccc(COc3ccc(Cl)cc3)cc2)c1OC	i	i	-14	-1	i	-11*	-10	i	i	i	i
COC(=O)c1ccc(NC(=O)c2ccc[n+]([O-])c2)cc1	i	i	-5	2	i	i	1	i	i	i	i
CCC(Cc1ccccc1)NC(=O)/C=C/c1ccco1 (stereo not given)	i	i	-10	5	i	i	-4	i	i	i	i
COC(=O)c1ccc(/C=N/OCC(=O)Nc2cc(F)ccc2F)cc1	i	i	-14	0	i	i	1	i	i	i	i
CCOCCCNC(=O)CNC(=S)N(Cc1ccccc1F)C1CCCCC1	i	i	-9	1	i	i	1	i	i	i	i
O=C(OCc1cccc(C(F)(F)F)c1)c1cc([N+](=O)[O-])ccc1N1CCOCC1	i	i	-13	20	i	i	5	i	i	i	i
C=CCNc1nc(-c2ccc([N+](=O)[O-])cc2)cs1	i	i	2	2	i	i	-6	i	i	i	i
Cc1[nH]c(C)c(S(=O)(=O)N2CCN(c3ccc(Cl)cc3)CC2)c1C(=O)N1CCCC1	i	i	-6	-3	i	i	1	i	i	i	i
O=C(c1cc(-c2ccco2)on1)N1CCOCC1	i	i	-5	6	i	i	·	i	i	i	i
CCCCNC(=O)NC(C(=O)OC)C12CC3CC(CC(C3)C1)C2 (stereo not given)	i	i	-8	4	i	i	-3	i	i	i	i
COc1cccc(CSc2nnc(-c3ccncc3)n2N)c1	i	i	-8	-2	i	i	0	i	i	i	i
O=C(NCc1ccccc1)C1=C[C@@H](c2ccccc2)C[C@@H](OCc2ccc(CO)cc2)O1	i	i	-15	1	i	i	21	i	i	i	i
C=CCSc1ncnc2c1oc1nc3c(cc12)COC(C)(C)C3	i	i	-7	0	i	i	0	i	i	i	i
COc1ccc(-c2cn[nH]c2N)cc1	i	i	-7	1	i	i	-7	i	i	i	i
C=CCNC(=S)NNC(=O)c1ccc(=O)n(Cc2ccccc2)c1	i	i	-4	?	i	i	0	i	i	i	i

# Further entries follow:
compound	RGS4 pot	TMEM16A inh	hERG protect	HDAC3 inh	KCNK9 block	KCNK3 block	SKKanGAS inh	ANO1 activ	KCNQ1 block	RGS4 inh	KCNQ1 pot
Cc1ccc(NC(=O)Nc2ccccc2C#N)c(Cl)c1	i	i	-6	5	i	i	2	i	i	i	i
N#Cc1ccc(OCc2nnc(SCC(=O)c3ccccc3)n2-c2ccccc2)cc1	i	i	0	-1	i	i	2	i	i	i	i
CN(C)c1ccnc(-n2cccc2/C=N/O)c1C#N	i	i	-5	-15	i	i	3	i	i	i	i
CC(=O)/C=N/Nc1ccccc1	i	i	-8	-2	i	i	5	i	i	i	i
O=C(c1ccccc1)N1CCN(C(=O)c2ccncc2)CC1	i	i	-5	0	i	i	-1	i	i	i	i
O=C(CN1CCN(c2ncc(C(F)(F)F)cc2Cl)CC1)N1CCN(c2ncc(C(F)(F)F)cc2Cl)CC1	i	i	-10	0	i	i	40	i	i	i	i
O=C(CNC(=O)c1ccco1)N/N=C/c1ccc(O)c([N+](=O)[O-])c1	i	i	-7	2	i	i	-7	i	i	i	i
CCCN1CCC(NC(=O)Nc2ccc([N+](=O)[O-])cc2)CC1	i	i	-3	8	i	i	-8	i	i	i	i
O=C(Nc1ccc(Cl)cc1F)C1CC1	i	i	-3	-1	i	i	1	i	i	i	i

# Source: PubChem BioAssay (several laboratories)
